DYRK1A inh: rat Dyrk1A kinase inhibitors, primary screen, biochemical, single point, plate reader; Dual specificity tyrosine-phosphorylation-regulated kinase 1A (Rattus norvegicus), Q63470; ADP-Glo luminescence, NFATc1 peptide; inhibition, % at 12.5 µM; 0.43% of 310,000 active; in the data active = inhibition above about 50%;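 note: plate controls were vehicle with enzyme for no effect and no enzyme for full effect; many of its hits are not listed in these tables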
KCNK9 block: KCNK9 potassium channel inhibitors, primary screen, HEK293 cells, thallium flux; FluxOR thallium flux fluorescence; stronger effect = lower value; AID 488922, 2010; Potassium channel subfamily K member 9 (Homo sapiens), Q9NPC2; B-score at 10 µM; 1.2% of 310,000 active;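 active = ratio B-score over 3 SD below the library mean, with starting fluorescence within 5 SD of its mean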;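 note: negative B-score means less thallium flux so channel inhibition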
HDAC3 inh: HDAC3 deacetylase inhibitors, primary screen, biochemical, fluorescence, cell-free homogeneous | recombinant HDAC3, fluorogenic peptide/trypsin coupled | inhibition, % at 8.3 µM | 0.15% of 320,000 active | AID 2718, 2010; in the data active = inhibition above about 26%, passing the limit was not always enough; inconclusive = no clear call, values can overlap the other calls
Target sequence (O15379 whole entry, looked up): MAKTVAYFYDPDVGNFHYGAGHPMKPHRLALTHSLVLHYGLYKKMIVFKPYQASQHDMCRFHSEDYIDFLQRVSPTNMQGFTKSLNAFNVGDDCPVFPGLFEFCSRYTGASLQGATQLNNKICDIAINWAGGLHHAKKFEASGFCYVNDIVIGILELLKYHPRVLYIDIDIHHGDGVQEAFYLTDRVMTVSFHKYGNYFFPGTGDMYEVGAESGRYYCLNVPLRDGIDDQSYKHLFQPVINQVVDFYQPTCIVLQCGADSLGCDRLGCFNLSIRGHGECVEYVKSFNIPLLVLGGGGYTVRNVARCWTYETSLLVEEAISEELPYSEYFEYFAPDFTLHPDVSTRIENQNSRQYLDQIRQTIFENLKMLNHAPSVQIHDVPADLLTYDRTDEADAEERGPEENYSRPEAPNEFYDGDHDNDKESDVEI
GSK3B inh: human GSK3beta kinase inhibitors, primary screen, biochemical, cell-free homogeneous, HTS; Glycogen synthase kinase-3 beta (Homo sapiens), P49841; GST-GSK3beta kinase, ADP-Glo luminescence, 60 min; stronger effect = lower value; activity score (negative = inhibition), % at 10 µM; 0.038% of 300,000 active;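 active = more than half of replicate wells score below -50%, meaning over 50% inhibition versus plate controls; inconclusive = some replicates but at most half score below -50%; inactive = no replicate scores below -50%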;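 note: 0% = median DMSO wells and -100% = median GW8510 positive control wells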
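Test system: GST-tagged human GSK3beta kinase, cell-free; evaluation: activity score scaled between in-plate DMSO and GW8510 controls; measured by: ADP-Glo luminescence; incubation: 60 min reaction, RT; benchmarks: DMSO and 20 µM GW8510; reagent: peptide substrate plus 25 µM ATP (final); medium: Tris/MgCl2 kinase buffer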
KCNK3 block: human KCNK3 channel inhibitors, primary screen, CHO cells, FluxOR thallium flux, B-score; AID 602410, 2012; B-score at 10 µM; Potassium channel subfamily K member 3 (Homo sapiens), O14649; FluxOR fluorescence; stronger effect = lower value; 0.84% of 340,000 active;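 active = B-score under library mean minus 4 SD, starting fluorescence ratio at most library mean plus 5 SD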;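 note: more negative B-score means stronger inhibition of thallium flux through KCNK3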
KCNQ1 block: inhibitors of human KCNQ1 channel, primary screen, cell-based, thallium flux, high-throughput | CHO-K1 KCNQ1, FluxOR thallium flux fluorescence; stronger effect = higher value | Potassium voltage-gated channel subfamily KQT member 1 (Homo sapiens), P51787 | B-score at 10 µM | 1.3% of 310,000 active;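 active = compounds whose thallium flux B-score, printed positive for inhibition, exceeds three library SD while starting fluorescence stays within three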;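 note: channel opened by potassium depolarization with thallium stimulus after 20 min compound exposure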
hERG rescue: hERG rescue from dofetilide block, primary screen, cell-based, CHO-hERG, FluxOR thallium flux, dofetilide IC70. Voltage-gated inwardly rectifying potassium channel KCNH2 (Homo sapiens), Q12809. dofetilide IC70 present. activation (rescue from dofetilide block), less the hit threshold, % at 10 µM. 0.51% of 310,000 active. AID 1511, 2009;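 active = activation above the mean of controls blocked by dofetilide plus 5 SD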;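 note: thallium influx through hERG after potassium depolarization seen as dye fluorescence rise; in these data hits start at about 4.7%; inactives centre near -7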
PolyA inh: polyadenylation inhibitors in yeast reporter cells, primary screen, luminescence, S. cerevisiae; 0.02% of 300,000 active; calls only at 12 µM; S. cerevisiae SKY197-pL101 polyadenylation reporter, beta-gal luminescence; efflux-impaired pdr1/pdr3 knockout yeast; score 100 = 6 SD above DMSO;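 active = lowest replicate activity score at least 50, where 100 means six control SD above control mean; inconclusive = lowest score under 50 but half or more replicates reach 50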;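 note: yeast exposed to compound for 9 h at 30 °C; higher score means more reporter readthrough which indicates perturbed polyadenylation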
GSK3A inh: blockers of GSK3A enzyme activity – biochemical, luminescence, cell-free homogeneous, HTS, primary screen; GSK-3 alpha kinase, ADP-Glo luminescence, 60 min; inhibition, % at 10 µM; 0.1% of 320,000 active; AID 2650, 2010;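 in the data active = inhibition above about 50%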;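 note: GST-tagged GSK-3 alpha with peptide substrate and 25 µM ATP; 0% = DMSO neutral wells and 100% = GW8510 positive control wells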
Target sequence (P49840 whole entry, looked up): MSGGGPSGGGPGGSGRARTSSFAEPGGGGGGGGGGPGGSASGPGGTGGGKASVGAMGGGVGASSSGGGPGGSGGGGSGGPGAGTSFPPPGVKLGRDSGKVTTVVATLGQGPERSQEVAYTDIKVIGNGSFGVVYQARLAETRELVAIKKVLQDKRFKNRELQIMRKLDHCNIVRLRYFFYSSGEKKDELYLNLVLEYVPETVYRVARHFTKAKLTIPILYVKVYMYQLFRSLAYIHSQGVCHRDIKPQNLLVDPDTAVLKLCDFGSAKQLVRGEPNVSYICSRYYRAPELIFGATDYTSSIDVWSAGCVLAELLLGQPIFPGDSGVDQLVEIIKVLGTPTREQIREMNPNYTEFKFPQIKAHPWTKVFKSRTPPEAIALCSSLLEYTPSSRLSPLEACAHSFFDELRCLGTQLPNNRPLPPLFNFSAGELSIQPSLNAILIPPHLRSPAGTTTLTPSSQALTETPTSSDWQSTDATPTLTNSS
KCNQ1 act: potentiators or activators of KCNQ1 channel, primary screen, cell-based, thallium flux, high-throughput; AID 2648, 2010; 0.35% of 310,000 active; B-score at 10 µM; Potassium voltage-gated channel subfamily KQT member 1 (Homo sapiens), P51787; CHO-K1 KCNQ1, thallium flux FluxOR fluorescence; stronger effect = higher value;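 active = fluorescence ratio B-score, a plate-corrected score, at least three library SD, with initial intensity B-score within 5 SD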
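System: CHO-K1 cells stably expressing KCNQ1 / Medium: assay buffer for compound exposure, DMSO matched across wells / Reagent: thallium- and potassium-containing depolarizing buffer / Compound: one concentration, matched DMSO / Incubation: 20 min compound pretreatment at room temperature / Measured by: kinetic FluxOR fluorescence, 10 s baseline plus 110 s post-stimulus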
RGS4 act: RGS4 potentiators or activators, primary screen, cell-based, HEK293 M3R inducible RGS4, calcium flux; carbachol calcium flux Fluo4; stronger effect = lower value; 0.92% of 310,000 active; B-score at 10 µM;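 active = B-score of the integrated calcium signal more than 4 SD below the library mean, with starting fluorescence not abnormally high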;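 note: negative B-score means reduced calcium response which marks RGS4 activation or potentiation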
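Material: Inducible-RGS4 HEK293 cells carrying M3 receptor; also added: carbachol at ECmax as muscarinic agonist stimulus; incubation: compound preincubation 20 min at room temperature before agonist; signal: Fluo4-AM (2 µM) calcium-flux fluorescence, kinetic read; measure: integrated calcium ratio converted to B score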
Active calls of the source: *; i = inactive; ? = inconclusive; · = no result given; & = joins results of further samples.

SMILES | DYRK1A inh | KCNK9 block | HDAC3 inh | GSK3B inh | KCNK3 block | KCNQ1 block | hERG rescue | PolyA inh | GSK3A inh | KCNQ1 act | RGS4 act
COC(=O)C1=C(O)C(C(=O)OC)C(c2ccc(C)cc2)C(C#N)(C#N)C1c1ccc(C)cc1 (centres undefined) | -4 | i | 4 | 2 | i | i | -17 | i | · | i | i
N#Cc1c(-c2ccc3c(c2)OCO3)cc[nH]c1=O | -3 | i | 4 | -1 | i | i | -3 | i | 0 | i | i
Nc1nonc1-n1nnc(C(=O)N/N=C/c2cccs2)c1CSc1ccccc1 | -5 | i | ? | -3 | i | i | -5 | i | 0 | i | i
C/C(=C\C(=O)OCCCCCCCCC(=O)O)C[C@@H]1OC[C@H](C[C@@H]2O[C@H]2[C@@H](C)[C@H](C)O)[C@@H](O)[C@H]1O | -5 | i | 0 | -3 | i | i | -8 | i | -5 | i | i
CCCSc1nsc(NC(=O)Nc2ccc(F)cc2F)n1 | · | i | 1 | 1 | i | 11* | -4 | i | 1 | i | i
COc1ccccc1N1CCN(Cc2cc(=O)c(OCC(=O)NC(C)C)co2)CC1 | -6 | i | -1 | 1 | i | i | -1 | i | 0 | i | i
CCCCC(c1nnnn1C(C)C)N1CCN(C(=O)c2ccco2)CC1 (centres undefined) | 19 | i | 1 | 1 | i | i | -4 | i | 6 | i | i
C=CCN=c1scc(-c2ccccc2)n1/N=C/c1ccccn1 | 2&-1 | i | -3 | -2 | i | i | -12 | i | -2 | i | i
Cc1cccc(NC(=O)c2oc(=O)c3ccccc3c2-c2ccccc2)c1C | -2 | i | -5 | -1 | i | i | -5 | i | -2 | i | i
CC(=O)c1cccc(Nc2nc(=O)c3cccnc3s2)c1 | 2 | i | 2 | 1 | i | i | -11 | i | -6 | i | i
COc1ccccc1C(=O)Nc1ccc(CN2CCCCC2)cc1 | -25 | i | -2 | -2 | i | i | -6 | i | 0 | i | i
O=C(Nc1ccccc1N1CCN(C(=O)c2ccc(Cl)cc2)CC1)c1ccc(Br)cc1 | 1 | i | 1 | -2 | i | i | -12 | i | -2 | i | i
COc1cc2c(cc1NC(=O)C(C)N1CCN(S(=O)(=O)c3ccc(C)c(C)c3)CC1)oc1ccccc12 (centres undefined) | -7 | i | 0 | 1 | i | i | -11 | i | -1 | i | i
Cc1ccnc2nc(C(=O)OCC(=O)NC(=O)NCc3ccco3)nn12 | -4 | i | 1 | -1 | i | i | -8 | i | 0 | i | i
O=C(NC1=NCCS1)c1cccc(OC(F)F)c1 | -1 | i | 12 | 0 | i | i | -1 | i | -1 | i | i
COc1ccc2c3c([nH]c2c1)C(C)N(C(C)=O)CC3 (centres undefined) | 12 | i | -4 | -2 | i | i | -3 | i | 0 | i | i
CC(C)(C)NC(=O)CCn1nc(-c2ccc(Cl)cc2)c2ccccc2c1=O | -2 | i | 11 | 2 | i | i | -7 | i | 0 | i | i
CC(C)N(Cc1ccccc1)C(=O)CSc1nccn1C | -1 | i | -5 | 1 | i | i | -10 | i | 1 | i | i
Cc1cc(C(=O)Nc2c[nH]c(=O)[nH]c2=O)ccc1[N+](=O)[O-] | 7 | i | 2 | 4 | i | i | -5 | i | -2 | i | i
CCCCC(=O)Nc1ccc2c(c1)nc(CCNC(=O)c1ccco1)n2C | · | i | 7 | -2 | i | i | -11 | i | -4 | i | i
Oc1ccc(/C=N/Nc2nc(N3CCCC3)nc(N3CCCC3)n2)cc1O | 1 | i | 11 | -1 | i | i | -15 | i | -2 | i | i
O=C(O)CCN1CCOCC1 | -8 | i | 0 | 1 | i | i | -4 | i | -3 | i | i
O=C(O)c1cccnc1C(=O)c1ccccc1 | 8 | i | -2 | 0 | i | i | -8 | i | 0 | i | i
CCn1nc(NC(=O)c2ccco2)c2cc3ccccc3nc21 | 7 | i | -1 | -1 | i | i | -13 | i | 0 | i | i
CN(CC(=O)Nc1ccccc1Cl)C(=O)COC(=O)Cc1c(F)cccc1Cl | 2 | i | -3 | 2 | i | i | -8 | i | -2 | i | i
CS(=O)(=O)c1ccc(Cl)c(S(=O)(=O)NCc2ccccc2)c1 | 2 | i | -6 | 4 | i | i | -3 | i | -1 | i | i
CCOC(=O)c1cc(-c2ccccc2)sc1NC(=O)C(C)OC(=O)c1cccc(S(=O)(=O)N(C)C)c1 (centres undefined) | -2 | i | · | 1 | i | i | -3 | i | · | i | i
CCC(=O)N1CCc2cc(S(=O)(=O)CCC(=O)Nc3nc(C)cs3)ccc21 | -13 | i | -1 | 1 | i | i | -10 | i | -6 | i | i
CS(=O)(=O)N(CC(=O)N1CCCC1)Cc1ccc(Cl)cc1 | -2 | i | 2 | -1 | i | i | -8 | i | -1 | i | i
Cc1ccc(NC(=S)N(CCN(C)C)C(C)c2ccco2)c(C)c1 (centres undefined) | -4 | i | 4 | 0 | i | i | -11 | i | 0 | i | i
C=CCOc1cccc(CNc2ccc3[nH]c(=O)[nH]c3c2)c1 | · | i | -3 | 1 | i | i | -9 | i | -3 | i | i
CCN(CC)C(=O)CSc1nc(C)cc(C)c1C#N | 1 | i | 3 | 1 | i | i | -17 | i | -2 | i | i
O=C(Nc1cccc(-n2cnnn2)c1)C1CCCN(Cc2cccc(C(F)(F)F)c2)C1 (centres undefined) | 6 | i | -1 | -3 | i | i | -3 | i | 0 | i | i
Cc1ccc(S(=O)(=O)NNC(=O)NC23CC4CC(CC(C4)C2)C3)cc1 | 6 | i | -5 | 0 | i | i | -5 | i | -3 | i | i
O=c1c2cc([N+](=O)[O-])ccc2nc2n1CCCC2 | 0 | i | 1 | 4 | i | i | -6 | i | 4 | i | i
COCCCN(C(=O)c1cc2c(s1)CCC2)c1c(N)n(Cc2ccccc2)c(=O)[nH]c1=O | 2 | i | 5 | 1 | i | i | -10 | i | 1 | i | i
COc1nnc(-c2ccc(C)c(S(=O)(=O)N(C)C)c2)c2ccccc12 | 2 | i | -2 | 4 | i | i | 0 | i | -1 | i | i
O=C(Nc1ccc(S(=O)(=O)N2CCN(Cc3ccccc3)CC2)cc1)c1cnccn1 | 4 | i | 6 | 6 | i | i | -3 | i | 0 | i | i
CCCCC1=CC2=CC(=O)C(C)(OC(=O)CC)C(=O)C2=CN1C1CCCCC1 (centres undefined) | -6 | i | -10 | 4 | i | i | -9 | i | 1 | i | i
COc1cc2c(c(O)c1OC)-c1c(cc(OC)c(OC)c1O)[C@@H](OC(=O)c1ccccc1)[C@@](C)(O)[C@@H](C)[C@@H]2OC(C)=O | · | i | · | 2 | · | i | 4.7* | i | · | i | i
CCC1(C)Cc2ccccc2C(Nc2c(C)n(C)n(-c3ccccc3)c2=O)=N1 (centres undefined) | 2 | i | -4 | 2 | i | i | -8 | i | -2 | i | i
Cc1c(NC(=O)C(C)c2ccc(CC(C)C)cc2)c(=O)n(-c2ccccc2)n1C (centres undefined) | -3 | i | 1 | -1 | i | i | -6 | i | 0 | i | i
O=C(NCCCN1CCCC1)c1ccc(CS(=O)(=O)c2ccc(Br)cc2)o1 | 0 | i | 11 | -3 | i | i | -6 | i | · | i | i
CCCOC(=O)Nc1c(C)cccc1C(C)C | 5 | i | 0 | -24 | i | i | -7 | i | -2 | i | i
O=C(C1CCCN(S(=O)(=O)c2cccc3nsnc23)C1)N1CCc2ccccc2C1 (centres undefined) | -1 | i | 7 | 3 | i | i | -7 | i | -9 | i | i

Exported with two lines to a compound: 2 of the compounds above
Values run as follows: DYRK1A inh, KCNK9 block, HDAC3 inh, GSK3B inh, KCNK3 block, KCNQ1 block, hERG rescue, PolyA inh, GSK3A inh, KCNQ1 act, RGS4 act
COCCCN(C(=O)c1cc2c(s1)CCC2)c1c(N)n(Cc2ccccc2)c(=O)[nH]c1=O
    2, i, 5, 1, i, i, -10, i, 1, i, i
COc1nnc(-c2ccc(C)c(S(=O)(=O)N(C)C)c2)c2ccccc12
    2, i, -2, 4, i, i, 0, i, -1, i, i

Additional entries:
SMILES | DYRK1A inh | KCNK9 block | HDAC3 inh | GSK3B inh | KCNK3 block | KCNQ1 block | hERG rescue | PolyA inh | GSK3A inh | KCNQ1 act | RGS4 act
Cc1[nH]n(-c2nc(-c3ccccc3F)cc(=O)[nH]2)c(=O)c1CCO | 0 | i | ? | 3 | i | i | -7 | i | 0 | i | i
CCc1ccccc1NC(=S)N(Cc1ccc(OC)cc1)CC1CCC(C(=O)O)CC1 (centres undefined) | 3 | i | -2 | -3 | i | i | -9 | i | -3 | i | i
CCCCc1cc(=O)oc2cc(OC(C)C(=O)NCC3CCC(C(=O)O)CC3)c(Cl)cc12 (centres undefined) | -3 | i | -1 | 2 | i | i | -9 | i | -1 | i | i
Cc1ccccc1NCC(=O)N=Nc1c(O)[nH]c2ccc([N+](=O)[O-])cc12 | -3 | i | -10 | -1 | i | i | -4 | i | 0 | i | i
CCNC(=O)NC(=O)C(C)OC(=O)c1cccnc1SC (centres undefined) | 1 | i | 7 | -2 | i | i | -2 | i | 1 | i | i
Cc1ccc(NC(=O)COC(=O)c2ccc(=O)n(Cc3ccccc3)n2)cc1F | -12 | i | 7 | 1 | i | i | -18 | i | 0 | i | i
OC(CN1CCOCC1)c1ccc(F)cc1 (centres undefined) | 2 | i | 7 | 2 | i | i | 1 | i | -2 | i | i
CC(C)n1cnc2cc(NCc3ccccc3O)ccc21 | -4 | i | -9 | -4 | i | i | -8 | i | 0 | i | i
O=C(NCC1CCCO1)[C@@H]1CSC2c3ccccc3C(=O)N21 (some centres undefined) | -5 | i | 0 | -1 | i | i | -3 | i | -2 | i | i

High-throughput results as filed in PubChem BioAssay.

The list is partial; rates above refer to the full screens.
